GlmU inhibition = inhibition of mycobacterial GlmU enzyme – biochemical, glucosamine-1-phosphate acetyltransferase (AID 1376); inhibition, %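 (tested at 30 µM in the primary screen)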; hits with a dose series show IC50 in µM; M. tuberculosis GlmU acetyltransferase enzyme assay; higher % means a stronger effect; 0.25% of 220,000 active; in the data active = inhibition above about 13%; inconclusive = no clear call, values can overlap the other calls;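 note: 0% = complete reaction with vehicle and 100% = reaction without substrate; strong numbers were not always called active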
Mtb RmlCD inh = M. tuberculosis RmlC/RmlD inhibition; P9WH09+P9WH11; RmlC+RmlD coupled enzyme assay, percent inhibition; primary screen in compound mixtures; inhibition, % at 3.6 µM; 0.03% of 160,000 active; in the data active = inhibition mostly above about 34%, no sharp cut-off; inconclusive = no clear call, values can overlap the other calls; inactive = mostly below about 22%; note: some results filed as inactive read as strong as hits
Target sequence (P9WH09 whole entry, looked up): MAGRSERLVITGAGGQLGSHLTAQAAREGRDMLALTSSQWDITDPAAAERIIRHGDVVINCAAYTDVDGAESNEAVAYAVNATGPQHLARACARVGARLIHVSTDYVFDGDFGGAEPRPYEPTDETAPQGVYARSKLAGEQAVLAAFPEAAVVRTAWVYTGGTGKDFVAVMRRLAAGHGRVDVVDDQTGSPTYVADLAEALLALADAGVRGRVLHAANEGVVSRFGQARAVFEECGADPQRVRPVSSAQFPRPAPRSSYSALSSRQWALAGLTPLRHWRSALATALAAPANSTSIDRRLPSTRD
Target sequence (P9WH11 whole entry, looked up): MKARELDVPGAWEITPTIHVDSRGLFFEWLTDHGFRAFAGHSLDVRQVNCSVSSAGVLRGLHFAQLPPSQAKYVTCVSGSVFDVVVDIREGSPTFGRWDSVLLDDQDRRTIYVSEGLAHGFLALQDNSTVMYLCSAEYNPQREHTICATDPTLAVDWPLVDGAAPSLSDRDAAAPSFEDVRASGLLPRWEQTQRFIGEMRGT
The depositor's hits bear a star; ? = inconclusive; / = not tested or not shown. A portion of the library; the hit share may differ from the screen's.

Structure	Mtb RmlCD inh	GlmU inhibition
C=C(C)C(=O)Nc1nnc(-c2ccccc2C)s1	-9.9	8.3%
COc1cc(OC)c2c(-c3ccccc3)cc(=O)oc2c1C(CCN1CCCC(C)C1)c1ccc2c(c1)OCO2 (centres undefined)	/	-2.6%
Cc1cc(C(F)(F)F)nc(Nc2nc(C)c3ccccc3n2)n1	?	1.7%
N#CCSc1nc2ccccc2c2nc3ccccc3n12	-14.3	4.8%
Cc1nn(C(CC(=O)O)C(=O)O)c(C)c1Br (centres undefined)	/	-1.7%
CC1Cc2ccccc2N1S(=O)(=O)c1cnc[nH]1 (centres undefined)	-4.0	-0.2%
CCOc1ccc(-n2c(-c3ccccc3)nnc2-c2ccccc2)cc1	/	2.2%
O=C(Nc1cc([N+](=O)[O-])ccc1N1CCOCC1)c1ccco1	-2.2	2.3%
C=CCN(C(=O)Cn1nnc2ccccc21)C(C(=O)NCCOC)c1ccc(OC)cc1OC (centres undefined)	/	-5.1%
O=C1/C(=C/c2ccc3c(c2)OCO3)CCC/C1=C\c1ccc2c(c1)OCO2	-3.4	5.0%
Cc1ccc2nc(C)cc(Nc3ccc4c(c3)OCCO4)c2c1	103.3	-1.7%
O=C(Nc1ccc2cn[nH]c2c1)c1ccccc1F	/	2.1%
CCOC(=O)C1CCN(C(=O)COc2ccc(S(=O)(=O)NC(C)C)cc2Cl)CC1	1.8	-0.5%
CC1CC(C)CN(CCCNC(=O)c2ccc(CS(=O)(=O)Cc3ccccc3F)o2)C1 (centres undefined)	/	-2.2%
O=C1CCCC2=C1C(c1cccs1)Nc1ccccc1N2 (centres undefined)	/	0.6%
Cc1cc(C)cc(NC(=O)Nc2ccc(N3CCCCC3)cc2)c1	10.8	5.9%
COc1ccccc1NC(CC(=O)c1ccccc1)C(=O)OCC(=O)c1ccc(F)cc1 (centres undefined)	/	1.9%
Cc1ccccc1NCN1C(=O)C2C3C=CC(C3)C2C1=O (centres undefined)	/	0.4%
CCOc1ccc(-c2cc(CCCC(=O)NCCCOC)no2)cc1	2.0	-3.6%
CCOC(=O)C(NCc1ccco1)(NC(=O)c1ccccc1)C(F)(F)F (centres undefined)	62.9	-1.7%
CCCCCC(=O)N1CC2(CC(c3cccc(NC(=O)COc4ccc(Cl)cc4)c3)=NO2)C[C@@H]1C(N)=O (some centres undefined)	7.0	2.9%
COc1cccc(Cn2cccc(NC(=O)NC3CCCCC3)c2=O)c1	/	3.9%
Cc1ccc(C(=O)Cc2nnc(C)s2)cc1	-3.7	-6.2%
COc1ccc(NC(=O)CSc2n[nH]c(N)n2)c([N+](=O)[O-])c1	/	-3.2%
Cc1cc(O)c(C2(C(F)(F)F)NCCNC2=O)cc1C (centres undefined)	/	3.2%

Structure	Mtb RmlCD inh	GlmU inhibition
COc1ccc(-c2cn(-c3cccc(C)c3)c(=O)[nH]2)cc1OC	-4.5	-4.2%
CCCCONc1ncnc2nonc12	4.8	-0.9%
COc1ccc(NC(=O)c2ccc(C(=O)Nc3ccc(OC)cc3OC)cc2)c(OC)c1	5.1	-0.7%
CC(=O)NC(=S)Nc1cccc2c(C)cc(C)nc12	-2.2	-4.8%
NC(=O)c1ccc(N2CCCCCC2)c([N+](=O)[O-])c1	-2.1	4.3%
O=C1Nc2ccc([N+](=O)[O-])cc2OC1CCN1CCOCC1 (centres undefined)	3.7	1.3%
Cc1c2c(n3c(nc4ccccc43)c1C#N)N(CCCN(C)C)CC2	25.8	10.4%
Cc1ccc(S(=O)(=O)CCC(=O)OCc2ccccc2)cc1	-9.0	2.1%
CCOC(=O)C1(CC/C(C)=N\NC(N)=O)CC(C)(C)OC1=O (centres undefined)	-6.8	2.1%
O=C(COC(=O)CCC(=O)c1cccs1)Nc1cc(S(=O)(=O)N2CCOCC2)ccc1Cl	-6.5	2.0%
CCN1CCN(C(=O)CSc2nc(N)cc(N)n2)CC1	2.3	0.4%
CSc1ccccc1NC(=O)CCc1ccccc1	-14.2	-4.6%
COCCN1C(=O)/C(=C/c2ccc(N3CCCC3)cc2)SC1=S	7.7	0.8%
COCCn1c(=S)[nH]c2ccccc21	2.2	-4.2%
NC(=O)C1(N2CCCCC2)CCN(C(=O)c2ccccc2)CC1	4.5	-3.1%
COc1cccc(C2NC(=O)NC(C)=C2C(=O)Nc2ccc(C)cc2)c1OC (centres undefined)	-0.6	4.3%
COc1ccccc1/C=N/NC(=O)C(=O)NCc1cccnc1	-8.7	3.2%
CC/C(=N\NC(=O)CCC(=O)NCc1ccccc1)c1ccc(O)cc1	-56.3	4.6%
CCOC(=O)c1cc(-c2ccc(F)cc2)n(CC(=O)NC(C)CC)c1C (centres undefined)	-8.8	0.2%
CC(=O)N1CCc2cc(S(=O)(=O)NC(Cc3ccccc3)C(=O)NC3CCCCCC3)ccc21 (centres undefined)	-4.3	-0.3%
CCOc1ccc(-c2csc(NNC3=NCCCCC3)n2)cc1	9.2	-1.9%
CCCN(CCC)CCCOC(=O)c1ccc(Cl)cc1Cl	76.6	-3.8%
CC1CN(C(=O)C2(C)CC2(Br)Br)CC(C)O1 (centres undefined)	55.0	-6.8%
Cc1cc(-c2ccccc2)n2ncnc2n1	3.6	4.5%
COC(=O)C1=C(C(=O)c2ccccc2)C(c2ccccc2)n2nnnc2N1 (centres undefined)	8.9	-5.4%

Structure	Mtb RmlCD inh	GlmU inhibition
O=C(CCC(=O)N1CCOCC1)Nc1nnc(C2CCCCC2)s1	96.0	1.3%
CN1C(=O)C(CC(=O)NC2CCCCC2)SC1=Nc1ccccc1 (centres undefined)	/	-1.2%
O=C1CN(S(=O)(=O)c2cc(Cl)ccc2Cl)CCN1	-6.4	-0.6%
CCN(CC)C(=O)C1CCC(CNS(=O)(=O)c2cccc3cccnc23)CC1 (centres undefined)	-1.0	4.5%
NC(=O)c1ncc(C(F)(F)F)cc1Oc1cccnc1	13.3	-0.9%
CCCCCC(=O)Cc1cc(O)cc2c1C(=O)Oc1cc(O)c(C(=O)O)c(CCCCC)c1O2	/	5.1%
O=C(COC(=O)c1ccc2c(c1)S(=O)(=O)c1ccccc1C2=O)NC1CC1	-10.8	-2.1%
CCOC(=O)c1c(CSc2ccc(C)cc2)n(C)c2cc(Br)c(O)c(CN(C)C)c12	/	1.9%
CCN1C(=O)/C(=C2/Sc3ccccc3N2CC)S/C1=N\c1ncn[nH]1	8.1	1.1%
Cc1ccn2cc(C34CC5CC(CC(C5)C3)C4)nc2c1	/	1.6%
Cc1cc(C)cc(NC2=NCC(=O)N2Cc2ccccc2)c1	/	1.4%
COc1cccc(C(=O)N=c2sc3cc(S(C)(=O)=O)ccc3n2C)c1	2.4	3.4%
Cc1cc(C)n(C(=O)CCNC(=O)c2ccccc2Br)n1	/	1.6%
COc1ccc(C2c3[nH]c4ccccc4c3CCN2Cc2cccn2-c2ncccn2)cc1C (centres undefined)	-4.6	-8.4%
Cc1nnsc1-c1c(C(=O)Oc2ccccc2)c(C)nn1-c1ccccc1	-4.2	0.7%
O=C(Nc1ccc2c(c1)nc1n2CCN(C2CCCCC2)C1)c1ccco1	-7.6	2.2%
O=C(CCn1c(=O)sc2ccccc21)Nc1cccnc1	/	3.3%
COCCNC(=O)CN1C(=O)NC2(CCCCCC2)C1=O	-4.1	2.4%
CCCn1c(C(C)NC(=O)c2ccccc2)nc2ccccc21 (centres undefined)	10.7	-1.7%
O=C(COc1cccc2cccnc12)NNC(=S)Nc1ccccc1	4.6	2.7%
CC(=O)Nc1ccc(-n2nnnc2SCC(=O)NCc2cccs2)cc1	14.8	-9.1%
Cc1nc(SCC(=O)O)c2oc3ccccc3c2n1	4.7	-5.8%
Cc1ccc(-n2ncc3c(=O)n(-c4ccc(C)c(C)c4)c(C)nc32)cc1	5.5	48.2%*
CN(C)S(=O)(=O)c1cccc(NC(=O)CSc2ncnc3ccccc23)c1	54.6	7.8%
Nc1sccc1C(=O)c1ccccc1	7.5	-2.0%

Structure	Mtb RmlCD inh	GlmU inhibition
CCCCSc1nc(N)c(C#N)c(-c2cccs2)c1C#N	96.8	2.7%
O/N=C1\CC(O)Cc2nonc21 (centres undefined)	-0.7	3.3%
Cc1ccc(-c2nc3cccnc3s2)cc1NC(=O)c1ccco1	/	-0.3%
CN(Cc1ccccc1)S(=O)(=O)c1ccc(C(=O)Nc2nnc(C3CC3)o2)cc1	-6.4	-3.2%
CCCN1CCN(c2ncnc3c2nnn3Cc2ccccc2)CC1	-15.6	-2.4%
COc1ccc(/C=C2/NC(=O)N(CC(=O)Nc3cccc(C)c3)C2=O)cc1O	8.2	-5.9%
O=C(COc1ccc([N+](=O)[O-])cc1)Nc1ccc(N2CCCC2)cc1	-14.6	1.8%
COc1ccc(S(=O)(=O)Nc2ccc3c(c2)OCO3)cc1Cl	2.9	/
O=C1N/C(=C/c2cccn2-c2ccccc2)C(=O)N1Cc1ccccc1F	-10.6	-0.1%
CCOc1ccccc1CN1CCN(Cc2cn(C)nc2-c2ccccc2)CC1CCO (centres undefined)	/	3.8%
CCOc1cccc(NC(=O)c2cnccc2C(F)(F)F)c1	2.0	0.0%
CC(=O)Nc1ccc(NC(=O)CN(c2cccc([N+](=O)[O-])c2)S(C)(=O)=O)cc1	-10.3	-0.5%
COc1cc(OC)cc(C(=O)Nc2ccc(S(=O)(=O)Nc3cc(C)on3)cc2)c1	3.4	1.5%
Cc1cccc(C)c1OCC(O)CNS(=O)(=O)c1ccccc1C(=O)N1CCCCC1 (centres undefined)	/	-7.2%
Cc1ccc2nc(-c3ccc(N)cc3)sc2c1	17.6	1.0%
O=C(NNc1c(Cl)cncc1Cl)c1sccc1Cl	-6.5	0.2%
Cc1cccc(CN2CCc3c(OCC(=O)N4CCCc5ccccc54)cccc3C2=O)c1	3.4	-4.9%
CN(C)/C=C1\C(=O)N(c2ccc(Cl)c(Cl)c2)CS1(=O)=O	0.8	1.9%
CCOP(=O)(OCC)C(NC(=O)C(C)C)C(Cl)(Cl)Cl (centres undefined)	/	2.0%
O=C(c1ccccc1)c1ccc2nc(N3CCN(C(=O)c4ccco4)CC3)c3nncn3c2c1	10.6	-0.4%
Nn1cc(-c2ccccc2)nc1SCC(=O)Nc1cccc(S(N)(=O)=O)c1	7.5	-1.1%
CCC1Sc2ccccc2N(CC(=O)NCc2ccc3c(c2)OCO3)C1=O (centres undefined)	-8.3	1.2%
O=C(OCC(=O)N1CCN(S(=O)(=O)c2ccc(Cl)cc2)CC1)c1ccc([N+](=O)[O-])o1	-13.0	-1.9%
O=[N+]([O-])c1ccc(C2CCCC/C2=N/OCc2ccc(F)cc2)c([N+](=O)[O-])c1 (centres undefined)	/	-1.2%
O=C(Nc1ccc(S(=O)(=O)NCc2ccco2)cc1)c1ccncc1	4.3	-0.6%

Structure	Mtb RmlCD inh	GlmU inhibition
Cc1cc(-c2cccs2)n[nH]1	6.5	-0.9%
CC1CCN(c2cc(N)c(Cl)cc2[N+](=O)[O-])CC1	12.6	-0.6%
CC(C)C(NC(=O)c1ccc(F)cc1)C(=O)Nc1cccnc1 (centres undefined)	-8.2	0.5%
O=C(CSc1ccc(Cl)cc1)OCc1nnc(-c2ccccc2)o1	0.0	0.6%
CCOC(=O)c1nnc(-c2cccs2)nc1Oc1ccc(Cl)cc1	6.7	-0.9%
CCCCN(C)C(=O)c1nc2ccccn2c1CN1CCSCC1	4.4	7.8%
O=C(NCCc1nc2ccccc2[nH]1)c1cccc(Br)c1	2.6	-0.1%
N#CCCN(C(=O)CSc1ccc2c(c1)OCCO2)c1ccccc1	4.6	1.8%
CCN1CCN(C(=O)C2c3cc(OC)c(OC)cc3C(=O)N(C)C2c2ccc(SC)cc2)CC1 (centres undefined)	/	4.3%
COc1ccc2cc1Oc1ccc(cc1)C[C@H]1c3cc(c(OC)cc3CCN1C)Oc1c(O)c(OC)cc3c1[C@H](C2)N(C)CC3	/	-2.4%
CC1(OC(=O)C2CCCC2)C(=O)C=C2C=C(c3ccsc3)N(Cc3ccccc3)C=C2C1=O (centres undefined)	/	-1.2%
CNC(=O)c1c(NC(=O)c2cccc(N3C(=O)CCC3=O)c2)sc2c1CCCC2	/	0.0%
Clc1ccc(SCc2cn3ccccc3n2)cc1	-2.6	-2.1%
CCNC(=O)C1CC(=O)N(c2ccc(Br)cc2)C1 (centres undefined)	5.1	-0.9%

Compound activity as filed in PubChem.
